SUMO1-SIM PPI: modulators of SUMO1 protein-protein interactions, primary screen, biochemical, uHTS. SUMO1 binding to a labelled peptide, TR-FRET, 1 h. inhibition, % at 20 µM. 360,000 compounds, 0.33% hits; in the data active = inhibition above about 37%
CSN deneddyl inh: inhibitors of CSN-mediated cullin deneddylation, primary screen, biochemical, fluorescence polarization, uHTS. 360,000 compounds, 0.38% hits. COP9 signalosome complex subunit 5 (Homo sapiens), Q92905. inhibition, % at 12.5 µM. Purified CSN, SCF-Nedd8-OG deneddylation;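 active = pattern-corrected inhibition above about 35%, with an unprinted fluorescence ratio check between 0.5 and 1.5, limit read from the data, passing the limit was not always enough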;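 note: 0% = enzyme with substrate and 100% = substrate without enzyme; some results filed as inactive read as strong as hits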
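Assay system: purified human Csn5 enzyme expressed in HEK293T cells; measure: % inhibition; also added: SCFSkp2-Nedd8OG substrate at 10 nM final; technique: fluorescence polarization; times: reaction 90 min, room temperature; medium: Tris buffer pH 7.5, NaCl, DTT, Tween-20, trehalose, ovalbumin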
Rpn11 block: Rpn11 (PSMD14) deubiquitinase inhibitors, primary screen, biochemical, fluorescence polarization, uHTS | 26S proteasome non-ATPase regulatory subunit 14 (Homo sapiens), O00487 | human 26S proteasome, Ub4-pepOG fluorescence polarization; 20S core pre-blocked with epoxomicin | calls only at 20 µM | 360,000 compounds, 0.59% hits | AID 588493, 2011;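 active = inhibition at 20 µM, scaled to each plate's controls, above about 33%, limit read from the data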
Target sequence (O00487 whole entry, looked up): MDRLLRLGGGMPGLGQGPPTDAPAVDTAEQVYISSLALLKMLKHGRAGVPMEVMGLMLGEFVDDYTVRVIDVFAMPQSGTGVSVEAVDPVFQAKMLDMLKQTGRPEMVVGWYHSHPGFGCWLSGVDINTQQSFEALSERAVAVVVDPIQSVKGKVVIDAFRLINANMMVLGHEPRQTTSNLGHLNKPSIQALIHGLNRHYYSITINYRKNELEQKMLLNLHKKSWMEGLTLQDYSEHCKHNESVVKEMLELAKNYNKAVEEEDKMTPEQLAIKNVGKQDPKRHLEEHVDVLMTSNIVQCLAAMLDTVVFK
Rin1-Abl PPI inh: inhibitors of Rin1-Abl protein binding, primary screen, biochemical, TR-FRET. Tyrosine-protein kinase ABL1 (Homo sapiens) + Ras and Rab interactor 1 (Homo sapiens), …. inhibition, % at 7.35 µM. 360,000 compounds, 0.4% hits. AID 588664, 2011; in the data active = inhibition above about 5%, passing the limit was not always enough
NadD block: inhibitors of S. aureus NadD, primary screen, biochemical, colorimetric, uHTS. Nicotinate-nucleotide adenylyltransferase NadD (Staphylococcus aureus N315). purified NadD enzyme, colorimetric absorbance read-out. inhibition, % at 20 µM. 360,000 compounds, 0.78% hits; in the data active = inhibition above about 26%; note: some compounds past the cut are filed as inactive
LMPTP block: LMPTP phosphatase inhibitors, primary screen, biochemical, fluorescence intensity, uHTS | 360,000 compounds, 0.22% hits | inhibition, % at 20 µM | AID 651560, 2012 | recombinant LMPTP-A, OMFP fluorogenic substrate;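 active = compounds that cut the enzyme signal by at least half of the control window in the single-dose screen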;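 note: plate controls were DMSO wells with enzyme plus substrate for no effect and substrate without enzyme for full effect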
Target sequence (P24666 whole entry, looked up): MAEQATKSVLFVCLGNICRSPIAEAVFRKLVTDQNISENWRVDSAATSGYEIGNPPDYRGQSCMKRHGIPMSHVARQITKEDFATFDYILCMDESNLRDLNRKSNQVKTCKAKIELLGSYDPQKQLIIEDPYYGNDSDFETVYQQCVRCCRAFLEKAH
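Test system – LMPTP-A phosphatase enzyme · Quantity – 0.625 nM LMPTP-A final · Reagent – OMFP substrate, 400 µM final · Dosing – one test concentration per compound, 20 µM, with 3% DMSO overall · Timing – 50 min enzyme reaction at room temperature, protected from light · Detection – fluorescence intensity · Controls – substrate-only low control, DMSO enzyme-plus-substrate high control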
Scp-1 inhibitor: Scp-1 phosphatase inhibitors, primary screen, biochemical, colorimetric, uHTS | AID 493091, 2011 | Carboxy-terminal domain RNA polymerase II polypeptide A small phosphatase 1 (Homo … | inhibition, % at 20 µM | Recombinant Scp1, phosphopeptide, malachite green phosphate absorbance | 340,000 compounds, 0.88% hits;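 active = inhibition above about 50% at 20 µM, limit read from the data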;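 note: plate controls were DMSO wells with enzyme for no effect and wells lacking enzyme for full effect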
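Material: truncated SCP-1 phosphatase (76-261aa) / Buffer or medium: 50 mM Tris acetate pH 5.5, 0.005% Tween-20, 10 mM MgCl2 / Compound dosing: one concentration, 20 µM, with 1.0% DMSO / Incubation: 45 min room-temperature reaction, 5 min colour, 30 min stabiliser / Detection: colorimetric free-phosphate detection, absorbance 630 nm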
Neddyl block: inhibitors of cullin neddylation, primary screen, biochemical, TR-FRET, uHTS, NAE and Ubc12; NEDD8-conjugating enzyme Ubc12 (Homo sapiens) + NEDD8-activating enzyme E1 regulatory …; calls only at 25 µM; 360,000 compounds, 0.58% hits; AID 651699, 2012; in the data active = inhibition above about 36%
DNMT1 block: human DNMT1 methyltransferase inhibitors, primary screen, biochemical, molecular beacon, fluorescence, HinP1I cleavage, uHTS | inhibition (reported as % activation of signal), % at 10 µM | 360,000 compounds, 0.83% hits | DNA (cytosine-5)-methyltransferase 1 (Homo sapiens), P26358; in the data active = inhibition above about 50%
STEP block: STEP phosphatase inhibitors, primary screen, biochemical, fluorescence intensity, uHTS; Tyrosine-protein phosphatase non-receptor type 5 (Homo sapiens), P54829; recombinant STEP, OMFP fluorogenic substrate; inhibition, % at 20 µM; 360,000 compounds, 0.25% hits;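 active = inhibition at 20 µM, scaled per plate between control wells, above about 37%, limit read from the data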;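 note: 0% = DMSO with enzyme and substrate and 100% = substrate only without enzyme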
Target sequence (P54829 whole entry, looked up): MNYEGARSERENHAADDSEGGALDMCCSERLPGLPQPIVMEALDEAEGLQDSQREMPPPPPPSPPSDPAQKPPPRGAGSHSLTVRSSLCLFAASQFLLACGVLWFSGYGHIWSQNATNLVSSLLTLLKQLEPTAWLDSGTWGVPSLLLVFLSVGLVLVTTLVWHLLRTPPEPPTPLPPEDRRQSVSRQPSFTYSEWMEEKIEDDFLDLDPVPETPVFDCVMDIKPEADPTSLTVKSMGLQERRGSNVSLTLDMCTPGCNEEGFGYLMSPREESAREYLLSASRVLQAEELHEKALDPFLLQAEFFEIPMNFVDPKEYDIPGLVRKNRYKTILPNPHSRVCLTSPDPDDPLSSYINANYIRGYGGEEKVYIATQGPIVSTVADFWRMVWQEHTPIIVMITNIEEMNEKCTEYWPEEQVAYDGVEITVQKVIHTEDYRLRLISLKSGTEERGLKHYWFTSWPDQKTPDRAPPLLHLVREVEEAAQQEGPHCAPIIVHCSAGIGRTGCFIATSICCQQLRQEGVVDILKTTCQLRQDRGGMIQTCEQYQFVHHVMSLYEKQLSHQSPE
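Measure: Control-normalized % inhibition with plate pattern correction | Test system: STEP phosphatase, cell-free reaction | Medium: pH 6.0 Bis-Tris with DTT and Tween 20 | Technique: Fluorescence, 480/540 nm | Times: Reaction 20 min, ambient temperature | Doses: Single compound dose of 20 µM, 1% DMSO final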
* = called active by the depositor; i = inactive; x = no result given.

SMILES | SUMO1-SIM PPI | CSN deneddyl inh | Rpn11 block | Rin1-Abl PPI inh | NadD block | LMPTP block | Scp-1 inhibitor | Neddyl block | DNMT1 block | STEP block
Cc1sc2ncn(CC(=O)N3CCCC(C)C3)c(=O)c2c1S(=O)(=O)N1CCCCC1 (stereo not drawn) | 1 | -1 | i | 2 | -1 | 0.3 | -4 | i | 2 | 0
CC(C)C(=O)Nc1cccc(C(=O)Nc2ccc(S(=O)(=O)Nc3nccs3)cc2)c1 | 6 | 2 | i | 2 | 9 | 0.5 | -5 | i | -2 | -1
Cc1cc(/C=C2\SC(=S)N(Cc3ccco3)C2=O)c(C)n1-c1cccnc1 | -17 | 79* | x | 1 | 29 | 6.4 | -4 | i | -8 | 5
CCc1c(C)nc2c(C#N)c(C)[nH]n2c1=O | 54* | -2 | i | 3 | -1 | -0.4 | -3 | i | 5 | -2
CCC(CC)C1=NN2C(=N)/C(=C\c3cc(C)n(-c4cccc(C)c4)c3C)C(=O)N=C2S1 | -9 | 10 | i | -1 | 41* | 2.8 | -8 | x | 5 | 2
CCOC(=O)N1CCN(C(=O)c2ccc3c(=O)n(Cc4ccccc4)c(=S)[nH]c3c2)CC1 | -1 | 10 | i | 0 | 5 | 0.3 | -7 | i | -2 | -1
CCOc1ccc(NC(=O)CN2CCN(CC(=O)Nc3ccc4c(c3)OCCO4)CC2)cc1 | 1 | 3 | i | -2 | -4 | -2.6 | 2 | i | 2 | 2
Cc1ccc(S(=O)(=O)N(CC2CO2)c2cc(Cl)ccc2Cl)cc1 (stereo not drawn) | 2 | 3 | i | 1 | 1 | -0.7 | -6 | i | -1 | -2
Cc1cccc(CN2C3=NCCCN3c3ccccc32)c1 | -1 | 4 | i | 2 | -6 | -0.4 | -10 | i | 1 | -1
Cc1ccccc1-c1ncc(CN2CCN(C3CCCC3)C(CCO)C2)cn1 (stereo not drawn) | 4 | -4 | i | 1 | -7 | -1.7 | -6 | i | 1 | -2
O=C1c2ccccc2C(=O)N1CC(O)CN1CCOCC1 (stereo not drawn) | -6 | 7 | i | 2 | 8 | 1.6 | 3 | i | 3 | 6
Cc1ccc(CNC(=O)COc2cc(O)c3c(c2)OC(C)(C)CC3=O)cc1 | 3 | 0 | i | -2 | -2 | -0.3 | -1 | i | 3 | 2
Cc1ccc(-c2cnc(C(O)c3cccc(C)c3C)[nH]2)cc1 (stereo not drawn) | 0 | -1 | i | -3 | -3 | -1.4 | x | i | -2 | 2
Cc1cc2oc(C(=O)N(Cc3ccccc3)c3ccccn3)cc(=O)c2cc1Cl | -14 | -6 | i | 5 | 2 | 1.5 | 6 | i | -7 | 2
CC1CCCCN1CCn1c(=S)[nH]c2cc3c(cc2c1=O)OCO3 (stereo not drawn) | 2 | -2 | i | 3 | -5 | -0.8 | -5 | i | 6 | -2
NS(=O)(=O)c1ccc(O)c(N2C(=O)c3cccc4c(C(=O)O)ccc(c34)C2=O)c1 | -8 | -2 | i | 0 | 0 | 0.4 | -7 | i | -8 | 2
CCCCC1CC(CSc2ncn[nH]2)OC1=O (stereo not drawn) | 1 | 2 | i | 1 | -1 | -0.9 | 0 | i | 3 | -1
COC(=O)c1ccccc1S(=O)(=O)N1CCC(C(=O)Nc2ccccc2N2CCOCC2)CC1 | 5 | 0 | i | 4 | 5 | 0.4 | -7 | i | -4 | -2
COc1ccc(CCNC(=O)/C(C#N)=C/c2ccc(OCC(=O)NCC3CCCO3)cc2)cc1OC (stereo not drawn) | -14 | 0 | i | 0 | -3 | 7.9 | -11 | i | -6 | 9
Nc1c(S(=O)(=O)c2ccccc2)c2nc3ccccc3nc2n1Cc1ccco1 | 0 | -14 | i | 0 | 10 | 0.6 | 2 | x | -6 | 0
COc1ccc2cc(C(C)c3nc4ccccc4c(=O)n3N)ccc2c1 (stereo not drawn) | 2 | 0 | i | 0 | -2 | 1.8 | 7 | i | 1 | 3
CCc1c(C)nc2ncnn2c1N1CCC(C(=O)N2CCN(c3ccc(F)cc3)CC2)CC1 | -3 | 1 | i | 1 | -4 | 0.3 | -3 | i | -1 | 3
Cc1ccc2c(Cl)cc(Cl)c(OCC(=O)Nc3cccc(S(=O)(=O)N(C)C)c3)c2n1 | 1 | -2 | i | -3 | 11 | 1.2 | -3 | i | 24 | 3
CC(=O)Nc1ccc(S(=O)(=O)N(C2=NCC(C)S2)c2ccccc2)cc1 (stereo not drawn) | 0 | 0 | i | -4 | 4 | 0.2 | -11 | i | -1 | 1
Fc1cccc(Cl)c1CNc1ccc(N2CCCC2)cc1 | -6 | -1 | i | 1 | 12 | 7.9 | -5 | i | 20 | 6
COc1ccc(NC(=O)NNC(=O)c2ccc(Cl)cc2Cl)cc1OC | 2 | 4 | i | -2 | 1 | -0.9 | -3 | i | -1 | -4
CCOc1ccc(NC(=O)CN2C(=O)C3CCCN3C2=O)cc1 (stereo not drawn) | 1 | -2 | i | 1 | 1 | 2.6 | 7 | i | 2 | 2
COc1ccc(NS(=O)(=O)c2cc(NC(=O)C3CC3)ccc2N2CCOCC2)cc1 | -2 | 2 | i | 0 | 0 | -0.5 | -12 | i | -3 | 2
CC(C)C[C@H]1COCCS(=O)(=O)N1Cc1cccc(Cl)c1 | 12 | -2 | i | 1 | -8 | 0.1 | -11 | i | 3 | 2
CCc1nnc(NS(=O)(=O)c2ccc(NC(=O)c3cccc(Cl)c3)cc2)s1 | 12 | 0 | i | -4 | -3 | 0.0 | -8 | i | -3 | 6
COC(=O)c1ccc(NC(=O)Nc2ccc(F)cc2)cc1 | 0 | 0 | i | 0 | -4 | 0.5 | -9 | i | -2 | 1
Cc1ccc(C2C3=C(CC(C)(C)CC3=O)N=C3c4ccccc4C(=O)C32)cc1 (stereo not drawn) | -22 | -16 | i | -2 | 4 | 3.6 | -13 | i | -2 | -1
O=C(c1ccc(F)cc1F)N1CCCC(c2nc(-c3ccc(F)cc3)no2)C1 (stereo not drawn) | 1 | -1 | i | -1 | -1 | -1.3 | -2 | i | 0 | -1
O=C(c1ccccc1-n1cccc1)N1N=C(C(F)F)CC1(O)C(F)F (stereo not drawn) | 0 | -4 | i | -1 | 0 | -0.1 | -2 | i | 3 | -1
COc1ccccc1-c1cccc(-c2nc(C(=O)Nc3nccs3)cc3c2[C@@H](CCO)N(C(C)=O)C3)c1 | 11 | -1 | x | x | -3 | -0.5 | x | i | x | x
CC(=O)Oc1ccc(C(=O)[C@H]2[C@H]3C(=O)N(c4ccc(C)cc4)C(=O)[C@H]3[C@@H]3C=CC=NN32)cc1 | -5 | 11 | i | -2 | 23 | 0.5 | -11 | i | -20 | -2
c1ccc(CSCCc2ccncc2)cc1 | -3 | -4 | i | 2 | -74 | -0.6 | -91 | i | 2 | 3
CC1CCN(C(=O)c2nc[nH]c2C(=O)O[C@H](C)c2ccccc2)CC1 | 7 | -2 | i | 4 | -3 | -1.2 | -7 | i | 2 | -4
COc1ccc2[nH]c(C(=O)N3CCNCC3)cc2c1OC | 1 | 3 | i | -1 | -2 | -1.4 | -6 | i | -2 | -3
C[C@@H]1CCCCO[C@@H](CN(C)C(=O)C2CCCCC2)[C@@H](C)CN([C@H](C)CO)C(=O)c2cc(NC(=O)NC3CCCCC3)ccc2O1 | 2 | 2 | i | 1 | 3 | -1.6 | x | i | -9 | -1
Cc1noc(C)c1-c1ccc(C(=O)NCc2ccc(Cl)cc2)c2occc12 | 14 | 2 | i | 0 | -4 | 2.6 | x | i | -8 | 2
Cc1cc(C(=O)N(C)C)sc1-c1ccccc1 | -4 | -1 | i | 0 | -4 | 0.5 | -9 | i | -1 | 1
Cc1nc2ccc(NC(=O)Cc3ccc(Br)cc3)cc2s1 | -7 | 1 | i | -1 | 1 | 1.5 | -12 | i | -5 | -4
OCC[C@H]1C[C@H](O)[C@@H](O)[C@@]2(Cc3ccccc3CCO2)O1 | 1 | 0 | i | 3 | -5 | -2.4 | -2 | i | 4 | 5
O=C(NNS(=O)(=O)c1ccc(F)cc1)c1cccc(O)c1 | 7 | 4 | i | 0 | -4 | -0.4 | -6 | i | -4 | -1
CCCCCn1c(=O)c(F)cn(Cc2ccc(OC)c([N+](=O)[O-])c2)c1=O | -13 | 0 | i | 1 | 3 | 0.8 | -5 | i | -1 | -1
CN(CC1CCN(CCc2cccc(C(F)(F)F)c2)CC1)C(=O)c1ccc(F)cc1F | -1 | 0 | i | 1 | 0 | 1.2 | -5 | i | -3 | 2
CN(C)S(=O)(=O)c1ccc(C(=O)NCc2ccco2)cc1 | -1 | -5 | i | 2 | -1 | 0.3 | -5 | i | -5 | -1
CN(C)S(=O)(=O)c1cccc(C(=O)NCC2CCCCC2)c1 | -2 | -2 | i | -3 | 4 | 0.3 | -1 | i | 1 | 2
CC1(C)NC(=O)N(CC(=O)N2CCN(S(=O)(=O)c3ccccc3C(F)(F)F)CC2)C1=O | -26 | 0 | i | -3 | 4 | -8.7 | -2 | i | -5 | 2
CN(C)C(=O)c1cccc(-c2cnc3sc(NCc4ccc5c(c4)OCO5)nn23)c1 | 3 | 1 | i | -1 | 11 | 0.8 | x | i | -10 | 1

Sorted by the number under NadD block (descending): 3 of the compounds above.
SMILES	NadD block
CCCCCn1c(=O)c(F)cn(Cc2ccc(OC)c([N+](=O)[O-])c2)c1=O	3
CN(CC1CCN(CCc2cccc(C(F)(F)F)c2)CC1)C(=O)c1ccc(F)cc1F	0
Cc1cc(C(=O)N(C)C)sc1-c1ccccc1	-4

Entries of single compounds, looked up by structure. Order of values: SUMO1-SIM PPI | CSN deneddyl inh | Rpn11 block | Rin1-Abl PPI inh | NadD block | LMPTP block | Scp-1 inhibitor | Neddyl block | DNMT1 block | STEP block
`O=C1c2ccccc2C(=O)N1CC(O)CN1CCOCC1` (stereo not drawn) reads -6 | 7 | i | 2 | 8 | 1.6 | 3 | i | 3 | 6
`O=C(NNS(=O)(=O)c1ccc(F)cc1)c1cccc(O)c1` reads 7 | 4 | i | 0 | -4 | -0.4 | -6 | i | -4 | -1

Bioassay records from PubChem BioAssay.
